CaV13 FRET inh = Primary screen for inhibitors of IQ motif and Ca2+-dependent inactivation inhibitor domain binding in CACNA1D, Förster resonance energy transfer in living cells, …. HEK cells, CFP/YFP FRET ICDI-IQ, plate reader, 10 min; percent FRET-ratio fall versus neutral wells. inhibition, % at 12.3 µM. 340,000 compounds, 0.098% hits;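 active = mean replicate inhibition of at least 30% and at least 1% of replicates passing that level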;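 also: 0% = median of the neutral control wells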
HIF-2a inh = inhibitors of HIF-2a; 360,000 compounds, 0.72% hits; 786-0 RCC cells HIF-2a reporter, luciferase luminescence, overnight; inhibition, % at 18.8 µM;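 active = inhibition of the luminescence signal of 40% or more relative to plate controls, in a single-dose primary screen at 18.75 µM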
Exocytosis inh = blocks lytic granule exocytosis; TALL-104 LAMP-1 surface exposure, flow cytometry; cells stimulated with thapsigargin and PMA; inhibition, % at 10 µM; 360,000 compounds, 0.66% hits;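 active = inhibition above about 55%, limit read from the data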
NR2E3 ag-1 = activates human photoreceptor nuclear receptor NR2E3; AID 2300; Q9Y5X4; inhibition of corepressor binding, % at 4.78 µM; 320,000 compounds, 0.12% hits; GST-NR2E3/biotin-RetCOR TR-FRET, 1536-well;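 active = percent inhibition above the cutoff of mean plus 3 SD of all tested compounds, set per screening campaign, cut at about 20% in these data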;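 also: 0% = DMSO wells and 100% = biotin wells as full block of FRET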
Target sequence (Q9Y5X4 whole entry, looked up): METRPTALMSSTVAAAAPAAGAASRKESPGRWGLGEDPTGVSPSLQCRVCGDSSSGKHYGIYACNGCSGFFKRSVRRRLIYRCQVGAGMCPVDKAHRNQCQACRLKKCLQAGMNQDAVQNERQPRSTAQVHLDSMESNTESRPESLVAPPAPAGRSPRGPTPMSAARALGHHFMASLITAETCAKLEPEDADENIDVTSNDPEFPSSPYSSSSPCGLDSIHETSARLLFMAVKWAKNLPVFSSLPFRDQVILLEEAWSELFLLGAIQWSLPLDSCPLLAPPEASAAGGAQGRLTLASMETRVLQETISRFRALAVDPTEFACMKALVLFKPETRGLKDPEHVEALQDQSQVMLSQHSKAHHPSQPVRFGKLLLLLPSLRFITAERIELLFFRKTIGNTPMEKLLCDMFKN
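System: GST-tagged NR2E3 plus biotinylated RetCOR corepressor; Amount: 1.35 nM GST-tagged NR2E3 final; Dosing: single nominal compound dose of 4.8 µM; Schedule: 5 h incubation at 4 °C; Technique: TR-FRET with europium anti-GST and streptavidin-D2, 340 nm excitation; Controls: biotin wells as high control, 0.6% DMSO wells as low control.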
Peg3 prom inh = Peg3 promoter activity inhibition. 360,000 compounds, 1.7% hits. inhibition, % at 20 µM. HeLa PEG-Prom luciferase reporter, luminescence, overnight;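 active = inhibition of at least 50% at 20 µM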
TRPM1 prom inh = MITF TRPM1 promoter inhibition in SK-MEL-5 cells. SK-MEL-5 TRPM1 promoter luciferase, 24 h. inhibition, % at 12.5 µM. 330,000 compounds, 0.83% hits. AID 488899;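 active = mean inhibition across replicates of 60% or more, whatever share of single replicates reaches that level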; also: values of inactives mirror those of a sister screen read the other way
NR2E3 ag-2 = human photoreceptor-specific nuclear receptor agonism; Q9Y5X4; CHO-S Gal4-NCOR/VP16-NR2E3 two-hybrid, luciferase; inhibition of corepressor binding, % at 3.98 µM; 360,000 compounds, 0.35% hits; AID 602229;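 active = inhibition above the mean of all tested compounds plus 3 SD, cut at about 70% in these data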;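 also: 0% = DMSO with NR2E3 transfected cells and 100% = cells lacking NR2E3 construct; higher means lower luciferase signal from less NR2E3 corepressor binding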
Vif imaging = inhibitors of HIV Vif; inhibition, % at 7.49 µM; AID 602346; HEK293T cells, Vif self-association by quenched fluorescence, imaging, 24 h; 340,000 compounds, 0.35% hits; in the data active = inhibition above about 50%, passing the limit was not always enough; also: some results filed as inactive read as strong as hits
PDI inh = PDI (human) enzyme inhibition | PDI insulin aggregation turbidity, A650, 90 min | inhibition, % at 10 µM | 350,000 compounds, 0.052% hits;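 active = mean inhibition across replicates of 30% or more, whatever share of single replicates reach that level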;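 also: absorbance from insulin aggregation driven by PDI reduction with DTT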
Target sequence (P07237 whole entry, looked up): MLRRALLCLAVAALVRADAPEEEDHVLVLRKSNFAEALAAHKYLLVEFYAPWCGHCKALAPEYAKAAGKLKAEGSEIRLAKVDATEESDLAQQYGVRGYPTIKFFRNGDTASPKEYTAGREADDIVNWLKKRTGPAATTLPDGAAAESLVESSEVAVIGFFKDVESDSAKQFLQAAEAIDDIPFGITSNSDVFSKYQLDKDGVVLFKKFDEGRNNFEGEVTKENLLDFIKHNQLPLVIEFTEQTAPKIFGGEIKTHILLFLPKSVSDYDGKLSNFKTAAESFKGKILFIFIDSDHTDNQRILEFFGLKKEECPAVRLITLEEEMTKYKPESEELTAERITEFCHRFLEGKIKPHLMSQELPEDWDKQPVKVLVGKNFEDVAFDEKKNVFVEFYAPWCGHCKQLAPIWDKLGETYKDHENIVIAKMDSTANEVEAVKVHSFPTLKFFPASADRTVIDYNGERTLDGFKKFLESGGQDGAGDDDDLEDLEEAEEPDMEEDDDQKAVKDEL
aDG glyco act = alpha-DG glycosylation activation; activation, % at 10 µM; 360,000 compounds, 0.22% hits; Pro5-aDG cells, alpha-DG glycosylation AlphaScreen (IIH6); 0% Pro5, 100% B10-LARGE cell signal;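 active = activation of at least 8% versus controls, or a plate z-score of at least 8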;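 also: Pro5 are CHO cells carrying HIG-tagged alpha-DG that lacks glycosylation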
hiPSC survival = increases survival of single human iPS cells. AID 602274. survival enhancement, % at 20 µM. 360,000 compounds, 0.044% hits. hiPSC single-cell survival, ATPlite luminescence; 100% = ROCK inhibitor wells, 0% = DMSO; in the data active = survival enhancement above about 18%;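 also: cells exposed to compounds for 16 hours before the ATP read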
Active calls of the source: *; · = no result given. Rows were taken by chance; any-hit rate near 3.5%.

Preview (16 entries):
SMILES	CaV13 FRET inh	HIF-2a inh	Exocytosis inh	NR2E3 ag-1	Peg3 prom inh	TRPM1 prom inh	NR2E3 ag-2	Vif imaging	PDI inh	aDG glyco act	hiPSC survival
Cc1ccc(-c2nc3cnccn3c2Nc2ccc3c(c2)OCO3)cc1	-7	-8	0	-1	-13	5	-31	-7	·	0.1	2.2
CC(C)(C)c1ccc(-c2conc2N)cc1	-4	-130	4	0	-194	-18	-118	0	-2	0.4	-4.5
Cc1[nH]c(=O)[nH]c(=O)c1S(=O)(=O)Nc1ccc(S(N)(=O)=O)cc1	-5	10	10	3	-1	-1	-54	21	-5	0.0	-0.2
COc1ccc(/C=C/C(=O)Nc2cc(=O)n(C)c(=O)n2C)cc1	-19	-205	-3	-4	-124	-35	4	10	1	0.2	-1.3
C=CCn1c(SCC(N)=O)nnc1-c1ccccc1O	-5	16	-1	1	3	6	-11	-7	1	-0.1	7.3
CC(C)(C)N1CC(C(=O)Nc2cccc(Cl)c2Cl)CC1=O (configuration not stated)	-21	17	-2	0	-8	-2	18	0	-6	-0.1	0.6
Cc1ccnc(NC(=O)CCC(=O)N(CC(=O)NCc2ccc(F)cc2)Cc2ccccc2)c1	·	11	26	-1	15	-2	-17	-5	-9	0.1	-0.2
COC(=O)Nc1nc2ccc(Sc3ccccc3)cc2[nH]1	-5	-164	8	-5	-61	-29	-46	57*	-11	0.1	-4.1
CCc1ccc(S(=O)(=O)NC(=S)Nc2ccccc2)cc1	-6	12	-2	-2	1	-5	-9	-4	-1	0.2	3.2
CCOC(=O)CSc1nnc(-c2cccnc2)n1Cc1ccccc1	-5	6	26	2	10	-8	-17	20	-6	-0.1	4.0
NC(=O)C1(N2CCCCC2)CCN(C(=S)NC2CCCC2)CC1	-4	10	0	4	11	8	15	-5	-2	0.2	-0.7
O=C(c1ccc(-c2ccc(Cl)cc2Cl)o1)N1CCOCC1	-3	-301	-2	0	-309	-145	-129	-3	1	0.6	-0.8
CCOc1ccc(C(=O)N[C@H](C(=O)NC2CCCCC2)C(C)C)cc1	-9	-62	-9	·	-32	·	-26	-4	15	-0.2	-1.6
COc1cccc(CNc2nc(C(F)(F)F)nc3ccccc23)c1	-5	9	66*	4	29	8	14	-20	-14	0.3	-0.4
CCOC(=O)N1CCC(NC(=O)c2cccc3c2C(=O)N(c2ccc(OC)cc2)C3)CC1	3	16	-1	2	9	6	-41	-2	·	0.0	-1.6
CC1CCCC(NC(=O)COC(=O)c2ccc([N+](=O)[O-])o2)C1C (configuration not stated)	-6	9	-2	·	2	11	-2	-1	-1	0.0	4.3

All compounds of this part, from the first entry:
SMILES	CaV13 FRET inh	HIF-2a inh	Exocytosis inh	NR2E3 ag-1	Peg3 prom inh	TRPM1 prom inh	NR2E3 ag-2	Vif imaging	PDI inh	aDG glyco act	hiPSC survival
Cc1ccc(-c2nc3cnccn3c2Nc2ccc3c(c2)OCO3)cc1	-7	-8	0	-1	-13	5	-31	-7	·	0.1	2.2
CC(C)(C)c1ccc(-c2conc2N)cc1	-4	-130	4	0	-194	-18	-118	0	-2	0.4	-4.5
Cc1[nH]c(=O)[nH]c(=O)c1S(=O)(=O)Nc1ccc(S(N)(=O)=O)cc1	-5	10	10	3	-1	-1	-54	21	-5	0.0	-0.2
COc1ccc(/C=C/C(=O)Nc2cc(=O)n(C)c(=O)n2C)cc1	-19	-205	-3	-4	-124	-35	4	10	1	0.2	-1.3
C=CCn1c(SCC(N)=O)nnc1-c1ccccc1O	-5	16	-1	1	3	6	-11	-7	1	-0.1	7.3
CC(C)(C)N1CC(C(=O)Nc2cccc(Cl)c2Cl)CC1=O (configuration not stated)	-21	17	-2	0	-8	-2	18	0	-6	-0.1	0.6
Cc1ccnc(NC(=O)CCC(=O)N(CC(=O)NCc2ccc(F)cc2)Cc2ccccc2)c1	·	11	26	-1	15	-2	-17	-5	-9	0.1	-0.2
COC(=O)Nc1nc2ccc(Sc3ccccc3)cc2[nH]1	-5	-164	8	-5	-61	-29	-46	57*	-11	0.1	-4.1
CCc1ccc(S(=O)(=O)NC(=S)Nc2ccccc2)cc1	-6	12	-2	-2	1	-5	-9	-4	-1	0.2	3.2
CCOC(=O)CSc1nnc(-c2cccnc2)n1Cc1ccccc1	-5	6	26	2	10	-8	-17	20	-6	-0.1	4.0
NC(=O)C1(N2CCCCC2)CCN(C(=S)NC2CCCC2)CC1	-4	10	0	4	11	8	15	-5	-2	0.2	-0.7
O=C(c1ccc(-c2ccc(Cl)cc2Cl)o1)N1CCOCC1	-3	-301	-2	0	-309	-145	-129	-3	1	0.6	-0.8
CCOc1ccc(C(=O)N[C@H](C(=O)NC2CCCCC2)C(C)C)cc1	-9	-62	-9	·	-32	·	-26	-4	15	-0.2	-1.6
COc1cccc(CNc2nc(C(F)(F)F)nc3ccccc23)c1	-5	9	66*	4	29	8	14	-20	-14	0.3	-0.4
CCOC(=O)N1CCC(NC(=O)c2cccc3c2C(=O)N(c2ccc(OC)cc2)C3)CC1	3	16	-1	2	9	6	-41	-2	·	0.0	-1.6
CC1CCCC(NC(=O)COC(=O)c2ccc([N+](=O)[O-])o2)C1C (configuration not stated)	-6	9	-2	·	2	11	-2	-1	-1	0.0	4.3
CC(=O)c1c(C)[nH]c(C(=O)NNC(=O)c2ccc(C)cc2)c1C	0	-5	-2	·	-4	0	-26	2	6	-0.2	0.0
Cc1cc(C)c(S(=O)(=O)N(C)CC(=O)NCC2CCCO2)c(C)c1 (configuration not stated)	-7	3	23	·	12	18	-9	6	10	0.1	1.8
CCCN1CNC(=S)N(c2cccc(C)c2)C1	-4	-41	-5	6	10	1	-11	-3	3	0.1	0.2
COC(=O)Cn1c(=O)c2c(nc(Br)n2CC(=O)OC)n(C)c1=O	-8	0	2	-1	7	1	-2	7	7	0.2	1.8
Cc1ccc(C(=O)NNC(=O)CSc2nnc(C(C)C)n2C)cc1	-3	6	3	1	19	1	-16	20	-6	0.0	0.5
CNC(=S)N1N=C(c2ccc(C)cc2)CC1c1ccc(Cl)cc1 (configuration not stated)	-4	-30	0	0	-3	-10	2	-6	6	-0.1	-0.5
COc1ccc(C2=NN(C(=O)CCC(=O)O)C(c3ccc(Br)cc3)C2)cc1 (configuration not stated)	-20	13	29	4	16	10	5	10	0	0.1	-0.4
COC(=O)c1ccc(Cl)c(NC(=O)CN2CCC(C)CC2)c1	-8	-121	-2	1	-70	-5	-21	2	-4	0.5	5.2
O=C(/C=C/c1ccc2c(c1)OCO2)NCCSCc1cccc(Cl)c1	-2	9	2	-1	-1	2	26	-3	7	-0.2	-0.8
N#C/C(=C\c1ccc(N2CCCCC2)o1)C(=O)Nc1cccc(Br)c1	-6	-296	49	-3	-268	0	-131	2	7	-0.1	-1.5
COc1ccc(/C=N/NC(=O)CNC(=O)c2ccc(S(=O)(=O)N3CCOCC3)cc2)c(OC)c1	-10	9	2	0	10	12	17	14	9	0.0	0.7
COc1ccc(NC(=O)CN(C)C(=O)CNC(=O)c2ccc3c(c2)OCO3)cc1	-6	-17	1	-4	-29	6	11	18	4	0.1	-0.3
Cc1ccc(Oc2ccc(N)cc2)cc1	-5	1	4	-2	-5	-1	-5	·	-4	-0.3	0.1
CC1CCCCC1NC(=O)NC(=O)COC(=O)C1=NN(c2ccccc2)C(=O)CC1 (configuration not stated)	-3	18	7	-1	-5	-1	9	·	2	0.0	0.9
COc1cccc(Cn2c3ccc(NC(=O)Cc4ccccc4C)cc3c(=O)n2C)c1	-5	-11	0	·	-13	·	-6	6	4	0.1	2.7
O=C(NN1CC(=O)N(c2cc(Cl)cc(Cl)c2)CC1=O)c1sccc1Cl	-5	13	5	0	14	-9	-10	-5	3	0.0	-0.1
O[C@@H]1CN(CC2CCCCC2)[C@@H](c2ccccc2)C[C@H]1n1cc(C2CC2)nn1	-9	-16	3	·	23	·	6	-4	-4	0.3	-3.3
O=C(N/C(=C/c1ccc(Br)cc1)C(=O)N1CCOCC1)c1ccco1	-3	-3	4	-1	1	1	1	·	-3	0.0	-0.4
O=C(CS(=O)CC(=O)Nc1cnc2ccccc2c1)Nc1ccc(Cl)cc1 (configuration not stated)	-7	3	-9	1	8	10	-34	1	-6	-0.1	-0.4
COc1ccc(NC(=O)c2ccccn2)cc1S(=O)(=O)N1CCOCC1	-6	4	-1	3	4	9	6	0	-2	-0.1	1.0
O=C1C2C3C=CC(C3)C2C(=O)N1Nc1ccccc1 (configuration not stated)	-4	17	14	-3	18	5	10	-1	2	-0.2	0.1
COc1ccc(S(=O)(=O)NC(CC(=O)NCCc2ccccc2)c2ccco2)cc1 (configuration not stated)	-3	-8	2	-4	23	6	-7	-2	-5	0.4	-1.8
Fc1cc2[nH]cnc2cc1Cl	-14	14	0	2	3	-39	15	-9	5	0.2	-0.1
O=C(Nc1ccccc1)OCN1C(=O)c2ccccc2C1=O	-4	-33	1	2	-19	-15	-11	-18	6	-0.1	-0.1

Compound activity: PubChem, several laboratories
